# Source: PubChem
# MLL CXXC-DNA inh – qHTS Fluorescence Polarization Assay for Inhibitors of MLL CXXC domain - DNA interaction; 0.037% of 290,000 active; Potency, µM (series often up to 115 µM), without a hit: top-dose activity change, negative = inhibition, most hits filed as inhibitors; Histone-lysine N-methyltransferase 2A (Homo sapiens), Q03164; MLL-CXXC / FITC-HOXA9 DNA fluorescence polarization; active = well fitted inhibition curve with a large enough effect in the polarisation, with a control signal flat, not every such curve was filed as active; inconclusive = small, poorly fitted or top-dose-only effect, or effect the other way, or a change in a side signal; inactive = no such curve, though single readings can be large or run the other way; the % refers to the polarisation; note: potency is the fitted concentration of half-maximal effect
# Target sequence (Q03164 whole entry, looked up, the tested form may be a part): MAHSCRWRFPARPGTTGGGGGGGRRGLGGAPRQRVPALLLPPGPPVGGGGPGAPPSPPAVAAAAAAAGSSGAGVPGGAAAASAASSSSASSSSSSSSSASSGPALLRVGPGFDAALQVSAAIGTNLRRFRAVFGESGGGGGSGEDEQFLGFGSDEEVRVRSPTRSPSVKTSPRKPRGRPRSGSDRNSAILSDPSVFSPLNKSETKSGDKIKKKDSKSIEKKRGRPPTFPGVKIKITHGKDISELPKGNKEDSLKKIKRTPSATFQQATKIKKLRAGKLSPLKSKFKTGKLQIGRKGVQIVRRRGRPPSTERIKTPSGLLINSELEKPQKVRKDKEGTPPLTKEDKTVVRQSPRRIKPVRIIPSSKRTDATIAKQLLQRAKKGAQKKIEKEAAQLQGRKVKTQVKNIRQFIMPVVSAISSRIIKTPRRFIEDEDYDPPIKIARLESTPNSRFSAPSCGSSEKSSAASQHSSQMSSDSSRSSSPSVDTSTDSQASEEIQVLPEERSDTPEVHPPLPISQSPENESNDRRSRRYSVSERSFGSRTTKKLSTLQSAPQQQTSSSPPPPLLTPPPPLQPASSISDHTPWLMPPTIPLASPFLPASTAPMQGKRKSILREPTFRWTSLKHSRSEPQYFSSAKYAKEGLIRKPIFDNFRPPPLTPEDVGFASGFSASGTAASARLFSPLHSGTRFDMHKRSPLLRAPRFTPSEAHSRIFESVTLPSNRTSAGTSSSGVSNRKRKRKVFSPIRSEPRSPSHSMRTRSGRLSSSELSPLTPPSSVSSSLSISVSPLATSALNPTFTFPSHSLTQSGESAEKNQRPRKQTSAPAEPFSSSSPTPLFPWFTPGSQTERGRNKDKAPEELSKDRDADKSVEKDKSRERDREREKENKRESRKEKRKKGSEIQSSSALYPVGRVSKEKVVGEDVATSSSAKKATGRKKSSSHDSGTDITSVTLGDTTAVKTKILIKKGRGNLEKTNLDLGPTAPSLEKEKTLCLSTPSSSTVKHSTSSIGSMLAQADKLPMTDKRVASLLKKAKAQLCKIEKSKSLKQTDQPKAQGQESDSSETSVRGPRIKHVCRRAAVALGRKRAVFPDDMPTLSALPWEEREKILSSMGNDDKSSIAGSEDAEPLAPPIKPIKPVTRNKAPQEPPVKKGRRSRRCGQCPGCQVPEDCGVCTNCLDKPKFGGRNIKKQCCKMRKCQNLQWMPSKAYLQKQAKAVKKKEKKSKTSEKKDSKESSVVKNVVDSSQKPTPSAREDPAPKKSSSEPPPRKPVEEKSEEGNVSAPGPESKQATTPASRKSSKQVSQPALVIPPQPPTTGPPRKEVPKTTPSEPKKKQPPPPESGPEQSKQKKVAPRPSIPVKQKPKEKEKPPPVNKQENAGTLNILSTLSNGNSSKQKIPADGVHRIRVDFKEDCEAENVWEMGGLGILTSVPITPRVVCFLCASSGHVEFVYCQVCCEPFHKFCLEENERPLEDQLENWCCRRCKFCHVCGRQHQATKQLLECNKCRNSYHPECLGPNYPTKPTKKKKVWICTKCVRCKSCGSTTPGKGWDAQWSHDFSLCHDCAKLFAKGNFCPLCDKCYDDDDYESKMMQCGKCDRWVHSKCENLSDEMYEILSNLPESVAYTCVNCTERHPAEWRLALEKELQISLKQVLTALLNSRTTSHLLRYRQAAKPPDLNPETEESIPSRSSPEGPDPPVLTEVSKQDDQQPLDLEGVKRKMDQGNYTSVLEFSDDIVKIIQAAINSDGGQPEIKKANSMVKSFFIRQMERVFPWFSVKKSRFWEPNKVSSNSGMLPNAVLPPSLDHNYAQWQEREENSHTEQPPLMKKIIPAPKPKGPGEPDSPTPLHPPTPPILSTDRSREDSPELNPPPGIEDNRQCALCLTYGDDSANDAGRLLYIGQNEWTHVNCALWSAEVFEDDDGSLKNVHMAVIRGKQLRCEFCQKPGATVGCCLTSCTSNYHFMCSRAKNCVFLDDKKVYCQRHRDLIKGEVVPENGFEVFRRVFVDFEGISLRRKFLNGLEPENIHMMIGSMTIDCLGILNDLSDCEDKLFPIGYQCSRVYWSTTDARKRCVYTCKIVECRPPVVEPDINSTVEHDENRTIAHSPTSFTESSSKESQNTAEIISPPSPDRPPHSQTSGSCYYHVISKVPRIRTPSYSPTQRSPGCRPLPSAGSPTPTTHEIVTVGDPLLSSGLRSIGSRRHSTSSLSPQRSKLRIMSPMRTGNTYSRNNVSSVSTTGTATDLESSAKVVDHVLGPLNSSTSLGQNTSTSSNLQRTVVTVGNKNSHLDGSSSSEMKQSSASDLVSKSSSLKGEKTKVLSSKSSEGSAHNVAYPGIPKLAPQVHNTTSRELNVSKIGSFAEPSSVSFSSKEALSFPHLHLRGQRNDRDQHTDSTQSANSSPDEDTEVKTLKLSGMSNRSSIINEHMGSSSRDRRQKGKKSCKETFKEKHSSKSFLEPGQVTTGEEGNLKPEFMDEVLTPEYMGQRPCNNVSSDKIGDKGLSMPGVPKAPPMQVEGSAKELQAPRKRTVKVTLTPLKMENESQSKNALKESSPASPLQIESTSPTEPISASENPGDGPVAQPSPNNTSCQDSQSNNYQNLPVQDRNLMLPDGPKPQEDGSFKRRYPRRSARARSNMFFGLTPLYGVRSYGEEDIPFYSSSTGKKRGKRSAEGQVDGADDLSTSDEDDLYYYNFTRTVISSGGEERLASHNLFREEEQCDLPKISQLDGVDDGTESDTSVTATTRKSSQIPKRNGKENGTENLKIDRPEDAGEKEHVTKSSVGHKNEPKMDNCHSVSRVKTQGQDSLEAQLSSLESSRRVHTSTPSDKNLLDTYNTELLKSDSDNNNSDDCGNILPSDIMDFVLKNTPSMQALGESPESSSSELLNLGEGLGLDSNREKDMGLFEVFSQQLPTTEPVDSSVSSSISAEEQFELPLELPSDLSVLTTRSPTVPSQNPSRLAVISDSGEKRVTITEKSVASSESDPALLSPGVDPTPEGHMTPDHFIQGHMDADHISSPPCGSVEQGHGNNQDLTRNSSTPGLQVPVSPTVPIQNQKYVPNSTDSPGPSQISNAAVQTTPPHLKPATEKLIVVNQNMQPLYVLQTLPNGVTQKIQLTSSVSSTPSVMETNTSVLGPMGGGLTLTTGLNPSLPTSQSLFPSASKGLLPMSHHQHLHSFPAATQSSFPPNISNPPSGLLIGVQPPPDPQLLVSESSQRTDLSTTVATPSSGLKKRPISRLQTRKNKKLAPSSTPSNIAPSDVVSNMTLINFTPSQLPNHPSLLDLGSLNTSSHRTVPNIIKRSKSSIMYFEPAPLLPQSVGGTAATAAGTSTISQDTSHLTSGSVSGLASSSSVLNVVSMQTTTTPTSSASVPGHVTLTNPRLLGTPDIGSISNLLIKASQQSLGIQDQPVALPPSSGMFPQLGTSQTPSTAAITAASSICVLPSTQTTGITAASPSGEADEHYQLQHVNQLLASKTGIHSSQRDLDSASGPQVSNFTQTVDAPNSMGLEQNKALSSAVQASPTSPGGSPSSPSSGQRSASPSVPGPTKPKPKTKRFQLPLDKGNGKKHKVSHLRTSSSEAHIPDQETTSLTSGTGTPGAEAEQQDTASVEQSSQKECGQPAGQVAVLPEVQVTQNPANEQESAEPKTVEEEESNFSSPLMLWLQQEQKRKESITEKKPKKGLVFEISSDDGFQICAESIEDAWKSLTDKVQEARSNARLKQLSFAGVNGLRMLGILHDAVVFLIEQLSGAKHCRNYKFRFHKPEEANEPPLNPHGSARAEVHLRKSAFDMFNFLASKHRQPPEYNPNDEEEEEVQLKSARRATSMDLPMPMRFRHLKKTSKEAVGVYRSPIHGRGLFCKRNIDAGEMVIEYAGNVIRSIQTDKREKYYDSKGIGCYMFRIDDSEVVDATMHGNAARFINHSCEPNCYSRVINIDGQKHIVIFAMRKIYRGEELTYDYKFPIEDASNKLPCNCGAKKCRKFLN
#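 Steps: dispense CXXC domain solution (7 uM) → pin compounds or unlabeled HOX-A9 DNA control → 5 min ambient → add FLSN-HOX-A9 solution (50 nM) → spin → 30 min ambient → fluorescence polarization. Tris pH 7.5/NaCl/DTT/BSA buffer.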
# TCR act – Activators of T cell receptors: qHTS campaign | 330,000 tested, under 10 active | primary human leukocytes, anti-CD3, IL-2 HTRF, 48 h | Potency, µM (highest dose often 9.22 µM), for inactives: at the highest dose activation of IL-2 secretion, most hits filed as activators; note: % of control where 0% means no effect
#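 48 hr co-incubation of compounds, a-CD3 beads and primary human leukocytes; IL-2 quantified homogeneously by HTRF with anti-IL-2 K and d2 conjugates.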
# TSG101-PTAP inh – qHTS Assay for Iinhibitors of HIV-1 Budding by Blocking the Interaction of PTAP/TSG101; Fluorescence polarization, FITC-PTAP peptide / Tsg101 binding; Potency, µM (top dose mostly 115 µM), for inactives: top-dose activity change, negative = inhibition, hits mostly inhibitors; AID 493005, 2010; Tumor susceptibility gene 101 protein (Homo sapiens), Q99816; 340,000 tested, under 10 active; active = well fitted inhibition curve with a large enough effect in the main read-out, with a control signal flat, not every such curve was filed as active; inconclusive = small, poorly fitted or top-dose-only effect, or effect the other way, or a change in a side signal; inactive = no such curve, though single readings can be large or run the other way; note: potency is the fitted concentration of half-maximal effect; % of control where 0% means no effect
#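 Steps: Tsg101 binding domain dispensed (10 uM final), compounds pinned in DMSO, FITC-labeled PTAP-motif peptide added (50 nM final); after 20 min binding at room temperature, polarization measured.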
# BRCA1 expr act – qHTS Assay to Identify Small Molecule Activators of BRCA1 Expression. MCF7-BRCA1-FFLuc reporter, luminescence, 48 h; response scale: scaled: vehicle 0%, 10 µM genistein 100%. Potency, µM (titrated, usually from 46.1 µM), inactives show at the top dose activation, hits mostly activators. 1.1% of 380,000 active. AID 624202, 2012; note: potency is the fitted concentration of half-maximal effect; nearly all actives have a fitted effect of over 80% in size; some results filed as inactive show a strong effect at the top dose
#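 Luminescence from a BRCA1-driven firefly luciferase in MCF7 cells was read after 48 h compound exposure at 37 C. Data normalized against DMSO and a 10microM genistein activation control, then curve-fitted across the titration.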
# TRPV1 ag – HTS Assay for Compounds that Act as Agonists of the Vanilloid Receptor 1. Transient receptor potential cation channel subfamily V member 1 (Homo sapiens), Q8NER1. TRPV1-expressing cells, Fluo-8 calcium influx, agonist mode. activation, % at 8.33 µM. 0.19% of 320,000 active. AID 540275, 2011; in the data active = activation above about 80%; inconclusive = between about 30% and that limit; note: 0% is about no effect
#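 TRPV1-expressing cells were cultured overnight at 35.5C and loaded with Fluo-8 calcium dye for 40 to 90 min at room temperature. After a 10 s baseline, compound was added and calcium influx was read kinetically for 3 min (ex 480/em 520 nm).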
# Integrin act MD – qHTS for Activators of Integrin-Mediated Alleviation for Muscular Dystrophy. alpha7betagal myoblasts, beta-gal FDG fluorescence, 48 h. Potency, µM (highest dose often 38.3 µM), for the others: at the top dose activation, actives largely listed as activators. 0.064% of 350,000 active;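 note: potency is the fitted concentration of half-maximal effect; 100% = response of the positive control SU9516; nearly all actives have a fitted effect of over 60% in size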
#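 alpha7betagal+/- myoblasts (passage 13, 250/well) treated 48 h at 37C with compounds at 1:260 dilution of DMSO stock. Lysed, then beta-galactosidase activity read as FDG fluorescence (ex 480/em 540) after 30 min, with pre-read for autofluorescence.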
# ELG1 repair inh – qHTS screen for small molecules that inhibit ELG1-dependent DNA repair in human embryonic kidney (HEK293T) cells expressing luciferase-tagged ELG1; Potency, µM (titrated, usually from 46.1 µM), for inactives: at the highest dose activity change, negative = inhibition, actives largely listed as inhibitors; AID 504467, 2011; HEK293T ELG1-luciferase reporter, luminescence, 16 h; DNA damage induced by 5-fluorouridine; 2.3% of 330,000 active; note: potency is the fitted concentration of half-maximal effect; % is set by controls: 0 for no effect and ±100 for the full control effect; nearly all actives have a fitted effect of over 55% in size
#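 Overnight (16 hr) co-exposure of 2,000 cells/well to 5-fluorouridine and compound at 37 °C preceded detection. Luciferase was quantified via ONE-Glo luminescence; loss of signal denotes inhibition.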
# p53 reactivation – qHTS assay for re-activators of p53 using a Luc reporter. Potency, µM (series often up to 92.2 µM), for the others: at the highest dose activity change, positive = activation, actives largely listed as activators. 0.063% of 320,000 active. AID 504706, 2011. H1299 p53-A138V BP100-luciferase reporter, luminescence, 24 h; note: potency is the fitted concentration of half-maximal effect; % of control where 0% means no effect; nearly all actives have a fitted effect of over 45% in size
#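 p53-null H1299 cells stably carrying temperature-sensitive p53-A138V and a BP100-luciferase reporter were pinned with compounds (4-point, 1:5 series) and held 24 hrs at 37 deg C. Luminescence was read 10 min after detection reagent.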
# AT treatment – qHTS Assay for Identifying a Potential Treatment of Ataxia-Telangiectasia | AID 485349, 2010 | […] A-T fibroblasts, KAP-1 phosphorylation AlphaLISA; neocarzinostatin DNA damage 30 min before lysis | 0.19% of 320,000 active | Potency, µM (highest dose often 57.5 µM), for the others: at the highest dose activation, most hits filed as activators; note: potency is the fitted concentration of half-maximal effect; % of control where 0% means no effect; nearly all actives have a fitted effect of over 45% in size
#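 hTERT-immortalized A-T patient fibroblasts ([…]), 500 cells/well in OPTI-MEM, 1% FBS, got compounds for 60 min, then NCS for 30 min at 37C. Lysates were then assayed for phospho-KAP-1 by AlphaLISA (anti-pKAP1 donor, anti-KAP1 acceptor beads), 6 hr at 25C.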
# B2AR arrestin – qHTS assay of beta-arrestin-biased ligands of beta2-adrenergic receptor. Beta-2 adrenergic receptor (Homo sapiens), P07550. beta-arrestin recruitment to beta2AR, cell-based reporter. 0.02% of 330,000 active. Potency, µM (highest dose often 46.1 µM), inactives show at the top dose activation, hits mostly activators;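 note: potency is the fitted concentration of half-maximal effect; 0% = DMSO controls and full agonism = EC100 isoproterenol or metaproterenol; nearly all actives have a fitted effect of over 65% in size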
# An asterisk follows results filed as active; ? = inconclusive; / = not tested or not shown; & = joins results of further samples; [ ] = another dose, or the depositor's remark. Unless noted, calls come from the whole dose curve; as a rule, active = well fitted curve in the direction sought with a large enough effect; inconclusive = small, poorly fitted or top-dose-only effect, or another doubt; inactive = no such curve, though single readings can be large; an effect the other way counts as inactive or inconclusive.
Molecule,MLL CXXC-DNA inh,TSG101-PTAP inh,BRCA1 expr act,p53 reactivation,B2AR arrestin,AT treatment,TRPV1 ag,ELG1 repair inh,Integrin act MD,TCR act
NS(=O)(=O)c1ccc(CCNC(=O)CN2C(=O)NC(c3ccccc3)(c3ccccc3)C2=O)cc1,/,0%,-19%,-2%,-0.5%,-4%,/,0%,-16%,4%
CC(=O)c1ccccc1OCCOc1ccccc1C(C)=O,-2%,-4%,-1%,?,-0.9%,11%,6,0%,16%,8%
C=CC(COCc1ccccc1)N(Cc1ccc(OC)cc1)S(=O)(=O)c1ccccc1Br (stereo not given),5%,-2%,-22%,0%,-0.5%,49%,-2,-16%,-6%,11%
O=C(NC1CCN(Cc2ccccc2)CC1)c1ccccc1NS(=O)(=O)c1ccc(F)c(F)c1,/,-2%,-22%,/,/,/,/,/,11%,5%
CN(C)c1ccc(C(=O)c2ccc(N(C)C)c3ccccc23)cc1,4%,4%,-25%,?,-0.4%,/,21,?,-44%,-4%[46.1 µM]
CC(=O)Nc1ccc(S(=O)(=O)NC(C(=O)O)C(C)C)cc1 (stereo not given),/,-4%,3%,/,/,/,/,/,21%,0%
CCCC(=O)NCC(c1cccs1)S(=O)(=O)c1ccc(C)cc1 (stereo not given),11%,1%,-6%,-7%,0.5%,4%,0,5%,4%,-3%
Cc1ccc(CNC(=O)CNS(=O)(=O)c2ccc3c(c2)C(C)(C)C(=O)N3C)cc1,/,-2%,-18%,-3%,-0.3%,1%,1,6%,-25%,-1%
C/C(N)=C(/C#N)C(=O)CSc1nc2ccccc2c(=O)n1-c1ccccc1C,12%,-3%,-33%,-16%,-2.7%,-3%,?,-16%,15%,0%[46.1 µM]
CCCCCCCCCCCCC(=O)CCCCC(=O)O,?,0%,12%,-3%,-0.2%,-15%,-3,5%,7%,4%
CCOC(=O)N1CCN(C(=O)C2CC(=O)N(c3ccc(OC)cc3)C2c2ccc(OC)cc2)CC1 (stereo not given),-2%,0%,-12%,-8%,-0.7%,4%,-4,-21%,-4%,-1%
Cc1nc(C(=O)O)nn1-c1cc(Cl)ccc1Cl,-1%,-2%,12%,13%,-0.5%,4%,-3,5%,15%,-1%
NNC(=O)CNC(=O)C12CC3CC(CC(C3)C1)C2,12%,0%,-1%,2%,-0.7%,2%,-8,4%,14%,6%
O=C(NC1CCCC1)c1ccc2nc[nH]c2c1,-8%,-5%,3%,-9%,0.0%,-1%,2,6%,-9%,-6%
Cn1c(CCc2ccccc2)nnc1SCC(N)=O,0%,-1%,7%,15%,0.0%,-1%,4,5%,10%,-3%
O=C(O)c1ccccc1Nc1ccc([N+](=O)[O-])cc1,13%,0%,13µM*,?,-0.1%,-17%,-6,?,-18%,-1%[46.1 µM]
Cc1cc(C(=O)COC(=O)c2ccccc2O)c(C)n1CC1CCCO1 (stereo not given),/,-2%,-104%,-26%,0.3%,9%,?,?,-39%,0%
Cc1csc(NC(=O)C2COc3ccccc3O2)n1 (stereo not given),-1%,-3%,?,2%,-0.1%,0%,8,?,11%,1%
O=C(CN1CCN(c2ccc(O)cc2)CC1)NC1CCCc2ccccc21 (stereo not given),0%,/,/,-12%,0.0%,-1%,-5,?,/,6%[46.1 µM]
COc1ccc(Cl)c(Cn2c(NCC(C)O)nc3c2c(=O)n(C)c(=O)n3C)c1 (stereo not given),6%,-2%,-23%,-12%,0.2%,7%,-11,-9%,-15%,-2%
Cc1ccc(S(=O)(=O)NCCC(=O)N2CCN(S(=O)(=O)c3ccccc3)CC2)cc1C,/,-2%,-6%,-4%,-0.1%,-17%,3,12%,-5%,4%
COc1ccc(CNS(=O)(=O)c2csc(C(N)=O)c2)cc1OC,3%,-2%,0%&7%,3%,0.5%,4%,-1,?,4%,-2%
O=C(NC(=S)Nc1ccc(N2CCCCC2)cc1)c1ccco1,15%,/,?,21%,0.5%,0%,17,?,-33%,/
Cc1c(C(=O)N2CCN(S(=O)(=O)c3ccccc3F)CC2)oc2c(Cl)cccc12,/,-6%,-40%,7%,-0.2%,-1%,13,?,1%,-3%

# 2 entries from above, with each value named.
O=C(O)c1ccccc1Nc1ccc([N+](=O)[O-])cc1
  MLL CXXC-DNA inh: 13% | TSG101-PTAP inh: 0% | BRCA1 expr act: 13µM* | p53 reactivation: ? | B2AR arrestin: -0.1% | AT treatment: -17% | TRPV1 ag: -6 | ELG1 repair inh: ? | Integrin act MD: -18% | TCR act: -1%[46.1 µM]

Cc1cc(C(=O)COC(=O)c2ccccc2O)c(C)n1CC1CCCO1 (stereo not given)
  MLL CXXC-DNA inh: / | TSG101-PTAP inh: -2% | BRCA1 expr act: -104% | p53 reactivation: -26% | B2AR arrestin: 0.3% | AT treatment: 9% | TRPV1 ag: ? | ELG1 repair inh: ? | Integrin act MD: -39% | TCR act: 0%

# Following part
Molecule,MLL CXXC-DNA inh,TSG101-PTAP inh,BRCA1 expr act,p53 reactivation,B2AR arrestin,AT treatment,TRPV1 ag,ELG1 repair inh,Integrin act MD,TCR act
Cn1nnnc1SCC(=O)NNC(=O)c1ccc(Cl)cc1,-8%,0%,10%,-2%,0.0%,2%,-4,3%,13%,5%
O=C(CCC1CCCN(C(=O)C2=CCCC2)C1)N1CCN(c2ccccn2)CC1 (stereo not given),2%,-5%,0%,1%,0.0%,3%,0,10%,-13%,-2%
Oc1ccccc1CNn1cnnc1,-3%,-1%,0%,5%,0.0%,6%,/,14%,-22%,6%
CC(C)OCc1c(C(=O)Nc2nccs2)oc2ccccc12,3%,3%,-16%,16%,0.3%,14%,?,?,34%,0%
CC1Cc2ccccc2N1C(=O)CNc1cccc(S(=O)(=O)N2CCCC2)c1 (stereo not given),7%,0%,0%,-1%,0.2%,3%,4,?,3%,3%
CCCCCNS(=O)(=O)c1cc(C)ccc1OC,2%,-5%,-6%,-5%,-0.3%,0%,14,9%,33%,1%[46.1 µM]
Cc1n[nH]c(C)c1Sc1ccccc1N=Cc1cc([N+](=O)[O-])ccc1O,?,/,/,5%,0.0%,-5%,4,-17%,/,/
Cc1ccc2[nH]c(-c3cccc(F)c3)cc(=O)c2c1,4%,-5%,-46%,?,-1.3%,8%,5,?,-8%,-5%
O=C(c1ccc2c(c1)OCO2)C1CCCN(C(=O)NCc2ccccc2)C1 (stereo not given),11%,1%,6%,3%,0.4%,-3%,3,3%,9%,4%
CCOC(=O)c1ccc(NC(=O)CSc2nc(C)nc3c2c(=O)n(C)c(=O)n3C)cc1,11%,-4%,24%,4%,-0.6%,1%,1,-8%,11%,-2%
CCOC(=O)c1cnn(-c2ccccc2)c1NC(=O)C(F)(F)C(F)(F)C(F)(F)F,22%,-4%,2%,4%,0.1%,5%,4,-15%,-9%,0%
Cc1c(NC(=O)c2cc(C(C)C)on2)c(=O)n(-c2ccccc2)n1C,11%,-4%,0%,2%,-0.2%,-1%,2,-3%,8%,10%
C/C(=N\NS(=O)(=O)c1ccc(C)cc1)c1ccc(C)o1,-7%,-2%,12%,-2%,0.1%,-1%,0,4%,4%,-8%
NC1=NC(=O)C(c2ccccc2)C(=O)N1 (stereo not given),/,-3%,-6%,/,/,/,/,/,0%,12%
CC1=C(C(=O)O)N2C(=O)C(NC(=O)c3ccc(F)cc3)C2SC1 (stereo not given),/,-3%,-13%,?,0.4%,-5%,1,13%,-26%,3%
COc1ccc2ccccc2c1CNCc1ccccn1,0%,-2%,32%,12%,0.4%,-3%,0,?,9%,5%
C=CC(=O)Nc1ccc(CN2C(=O)N(c3c(Cl)c(OC)cc(OC)c3Cl)Cc3cnc(NCCCCN(CC)CC)nc32)cc1,/,0%,-2%,-7%,-0.1%,-5%,/,-19%,-48%[inhibitor],-2%
COC(=O)c1cc2c(N)c(C(=O)c3ccc(Cl)cc3)sc2nc1C(OC)OC,10%,?,-38%,-1%,0.3%,8%,7,?,-17%,-3%
Cc1ccccc1C(=O)N1CCC(C(=O)NC2CCCCC2)CC1,-5%,-7%,-1%,-5%,-1.4%,21%,2,?,-31%,4%
Cc1ccc(C(=O)c2cc(C)sc2N)cc1,2%,-1%,-4%,7%,-1.0%,-2%,5,12%,3%,-1%
O=C(NCc1cccnc1)C1c2ccccc2C(=O)N1C1CCCC1 (stereo not given),2%,-5%,-3%,4%,-0.1%,7%,-1,20%,-16%,-1%
O=C(CSc1nc2[nH]ncc2c(=O)n1-c1ccccc1)N1CCCc2ccccc21,21%,-4%,-8%,30%,-0.6%,-3%,-3,2%,-26%[7.66 µM],/
